NALP1 inh = inhibitors of NALP1 inflammasome in yeast. S. cerevisiae NALP1/ASC/caspase-1 growth, X-gal OD620, 72 h. inhibition, % at 10 µM. 0.61% of 280,000 active. AID 2071; in the data active = inhibition mostly above about 24%, no sharp cut-off; inactive = mostly below about 32%; note: some compounds called inactive have numbers as strong as hits
FID counter = counter-screen for HCV NS3 helicase inhibitors: DNA intercalator displacement. inhibition, % at 7.9 µM. 0.17% of 290,000 active. DNA fluorescent intercalator displacement, fluorescence; in the data active = inhibition above about 37%;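 note: 0% = vehicle and 100% = reference compound; higher means more ethidium bromide displaced from hairpin DNA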
MEKK2mut PB1 HTS = signal of MEK5 binding to mutant human MEKK2 PB1 domain | bead flow cytometry, Alexa488-MEK5 binding to MEKK2 mutant | percent response, % at 10 µM | 0.35% of 290,000 active | AID 1530; in the data active = percent response above about 24%, passing the limit was not always enough; note: inactives centre near 1; some results filed as inactive read as strong as hits
IMP-1 inhibitor = blocks Pseudomonas aeruginosa IMP-1 metallo-beta-lactamase; inhibition, % at 5.6 µM; 0.45% of 290,000 active; purified IMP-1, nitrocefin hydrolysis, epi-absorbance fluorescence; AID 1556;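 active = inhibition above the mean plus 3 SD of all compounds in the same screening run, cut at about 4.5% in these data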;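 note: 0% = IMP-1 with DMSO and 100% = DMSO wells lacking enzyme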
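System: Purified IMP-1 | Read-out basis: Percent enzyme inhibition | Controls: IMP-1 with DMSO as 0%, enzyme-free DMSO as 100% | Replicates: One well per compound | Doses: 5.6 µM nominal single concentration | Detection: Epi-absorbance fluorescence, 480 nm excitation, 530 nm emission | Incubation: 25 °C, 15 min preincubation, 25 min reaction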
NS3 helicase inh = blocks Hepatitis C virus NS3 helicase unwinding; NS3 helicase DNA unwinding, Cy5 molecular beacon fluorescence; inhibition, % at 10.9 µM; 0.56% of 290,000 active; AID 1800;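 active = inhibition above the mean of all tested compounds plus 3 SD, set per campaign, cut at about 35% in these data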;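 note: 0% = DMSO wells and 100% = thioflavine S control wells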
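System: Hepatitis C virus NS3 helicase domain fragment enzyme | Reagent: Annealed dual-labelled DNA beacon duplex, ATP-started | Compound dosing: 10.9 µM single point, 0.8% DMSO | Incubation: 1 h reaction at 25 °C, ATP-initiated | Technique: Cy5 fluorescence | Evaluation: Percent inhibition from t60/t0 fluorescence ratio | Benchmarks: Low DMSO, high thioflavine S at 110 µM | Replication: Singlicate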
M18AAP inhibitor = PfM18AAP enzyme inhibition | inhibition, % at 7.35 µM | recombinant PfM18AAP, H-Glu-NHMec fluorogenic cleavage | 1.2% of 290,000 active;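 active = inhibition above the campaign mean inhibition over all tested compounds plus 3 SD, cut at about 28% in these data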;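 note: 0% = plate median of test compound wells and 100% = 2 mM ZnCl2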
UBC9 SUMO inh = inhibitors of human SUMOylation (UBC9). P63279. HTRF SUMOylation assay, SAE1/SAE2 + UBC9, in vitro. inhibition, % at 35 µM. 0.36% of 290,000 active. AID 2006; in the data active = inhibition above about 50%, passing the limit was not always enough; note: strong numbers were not always called active
Target sequence (P63279 whole entry, looked up): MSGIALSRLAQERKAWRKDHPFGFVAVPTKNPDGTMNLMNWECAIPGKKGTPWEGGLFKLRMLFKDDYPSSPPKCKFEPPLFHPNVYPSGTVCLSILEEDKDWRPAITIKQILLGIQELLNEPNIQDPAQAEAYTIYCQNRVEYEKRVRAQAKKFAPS
VIM-2 inh = inhibitors of Pseudomonas aeruginosa VIM-2 metallo-beta-lactamase. inhibition, % at 5.6 µM. 0.89% of 290,000 active. purified VIM-2, nitrocefin hydrolysis, epi-absorbance fluorescence;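 active = inhibition above the mean of all tested compounds plus 3 SD, cutoff set per screening run, cut at about 7.5% in these data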;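 note: red hydrolysis product quenches plate fluorescence so inhibitors raise well fluorescence; 0% = enzyme with DMSO and 100% = DMSO without enzyme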
MEKK2wt PB1 HTS = raises or lowers MEK5 binding to wildtype human MEKK2 PB1 domain | Q9Y2U5 | bead flow cytometry, Alexa488-MEK5 binding to MEKK2 WT; actives lie on both sides | binding response (% of control), % at 10 µM | 1.1% of 290,000 active; in the data active = binding response below about 67% or above about 130%
The depositor's hits bear a star; x = no result given; [ ] = dose if it differs, or a comment.

SMILES | NALP1 inh | FID counter | MEKK2mut PB1 HTS | IMP-1 inhibitor | NS3 helicase inh | M18AAP inhibitor | UBC9 SUMO inh | VIM-2 inh | MEKK2wt PB1 HTS
CC(=O)c1c(N2CCCCC2)nc(=S)n(-c2ccccc2)c1C | -12 | -4 | 3 | -2.5 | 5 | 1 | 6 | -3.1 | 101
O=C(CC12CC3CC(C1)CC(CC(=O)N1CCCC1)(C3)C2)N1CCCC1 | 22 | -25 | -3 | -2.4 | -7 | 1 | 2 | -1.1 | 96
O=C(Nc1cccc(F)c1)C1CCCN(S(=O)(=O)c2cccc3cccnc23)C1 (stereo not drawn) | 0 | -42 | 2 | -1.6 | 5 | 6 | -2 | -3.0 | 100
COc1cccc(-c2nc(CS(=O)(=O)CC(=O)NCCc3cc(OC)ccc3OC)c(C)o2)c1 | 25 | -50 | 0 | 3.5 | -7 | -3 | 15 | -0.8 | 107
CC(C)OP(=O)(c1ccc(N(C)C)cc1)C(O)c1ccc(N(C)C)cc1 (stereo not drawn) | 1 | -30 | 0 | -2.0 | 10 | 12 | 14 | -0.9 | 102
CCn1c(=O)cc(OCC(=O)N(C)C2CCCCC2)c2ccccc21 | -2 | -30 | -2 | -3.2 | -11 | -6 | 6 | -1.2 | 98
CCC(=O)c1cc(F)c(N2CCN(S(=O)(=O)c3ccc(C)cc3)CC2)cc1C | 11 | -6 | 2 | -1.9 | -17 | 2 | 9 | 0.2 | 102
CCc1ccccc1NC(=O)C1COc2ccccc2O1 (stereo not drawn) | 8 | -19 | 5 | -2.5 | 15 | -7 | 10 | -2.1 | 94
O=C(C[n+]1ccccc1)N/N=C/c1ccccc1C(F)(F)F | -8 | -1 | 3 | -2.6 | 3 | -4 | 10 | -0.7 | 104
CCCCNC(=S)NNC(=O)c1sccc1C | -5 | -2 | 4 | -2.5 | 0 | 15 | -24 | -0.2 | 102
COC(=O)c1ccc(C)c(NC(=O)CCc2ccc(OC)cc2)c1 | 21 | -32 | -3 | -0.6 | 4 | -9 | 9 | -1.2 | 94
COc1ccc(C(=O)NNS(=O)(=O)c2ccc(C)cc2)cc1 | 24 | -6 | -1 | -1.8 | -3 | 16 | -2 | -1.7 | 92
Cc1cc(NC(=O)CN2C(=O)NC(Cc3ccccc3)C2=O)no1 (stereo not drawn) | -8 | 4 | 3 | -3.1 | 5 | 3 | 9 | -4.7 | 108
COc1ccc(C)cc1NC(=O)CNCc1cccs1 | 4 | -6 | 6 | -0.7 | -12 | 3 | 24 | 0.7 | 102
COc1ccc(NC(=O)CC2SC(=NCc3ccccc3OC)NC2=O)cc1 (stereo not drawn) | -4 | -23 | 4 | -4.5 | -2 | -17 | -39 | -3.6 | 98
COc1ccc(S(=O)(=O)NN(C)c2ncc(C(F)(F)F)cc2Cl)cc1 | -2 | -20 | -10 | -1.3 | -8 | -3 | -6 | -1.2 | 92
CCN(CC)c1ccc(C=Nc2ccc(C)cc2C)c(O)c1 | 16 | 3 | -7 | 0.2 | 5 | -5 | 9 | -1.6 | 77
Cc1cccc(Cn2ncc(Cl)c(Cl)c2=O)c1 | 2 | -4 | 2 | 0.6 | -6 | -4 | -5 | -0.1 | 97
Cc1noc(C)c1COC(=O)c1ccccc1NC(=O)c1ccco1 | -1 | -27 | -3 | -5.3 | -3 | 2 | 14 | 6.1 | 97
O=C(NCC(O)c1ccccc1)Nc1cccs1 (stereo not drawn) | 4 | -3 | 5 | -0.6 | 7 | 0 | 13 | -2.9 | 109
COc1cc2c(cc1OC)CN(C(=O)c1cc(S(=O)(=O)N3CCOCC3)ccc1Cl)CC2 | 2 | -18 | -1 | -4.3 | 2 | 6 | 3 | -1.8 | 95
COc1ccc(C(=O)N(C)CC(O)c2ccccc2)cc1OC1CCN(C(C)=O)CC1 (stereo not drawn) | 0 | -35 | 11 | -1.4 | 32 | 4 | 9 | -3.1 | 108
Cc1cc(NC(=O)Cc2ccccc2C)no1 | 16 | 1 | -3 | -2.6 | -2 | 2 | 14 | -2.1 | 102
OCCC1CN(Cc2cnc(N3CCCC3)s2)CCN1Cc1ccccc1 (stereo not drawn) | 16 | -5 | 10 | -1.5 | 19 | 9 | 21 | -1.5 | 105
Cn1c(=O)[nH]c(=O)c2c1nc(CN1CCOCC1)n2Cc1ccc(F)cc1 | x | -4 | 11 | -0.5 | -14 | -11 | -18 | -1.3 | 118

Record cards, from the list above. Screens in order: NALP1 inh | FID counter | MEKK2mut PB1 HTS | IMP-1 inhibitor | NS3 helicase inh | M18AAP inhibitor | UBC9 SUMO inh | VIM-2 inh | MEKK2wt PB1 HTS
Listed for CCCCNC(=S)NNC(=O)c1sccc1C → -5 | -2 | 4 | -2.5 | 0 | 15 | -24 | -0.2 | 102
Listed for CCn1c(=O)cc(OCC(=O)N(C)C2CCCCC2)c2ccccc21 → -2 | -30 | -2 | -3.2 | -11 | -6 | 6 | -1.2 | 98
Listed for COc1ccc(S(=O)(=O)NN(C)c2ncc(C(F)(F)F)cc2Cl)cc1 → -2 | -20 | -10 | -1.3 | -8 | -3 | -6 | -1.2 | 92
Listed for CC(C)OP(=O)(c1ccc(N(C)C)cc1)C(O)c1ccc(N(C)C)cc1 (stereo not drawn) → 1 | -30 | 0 | -2.0 | 10 | 12 | 14 | -0.9 | 102

Next entries:
SMILES | NALP1 inh | FID counter | MEKK2mut PB1 HTS | IMP-1 inhibitor | NS3 helicase inh | M18AAP inhibitor | UBC9 SUMO inh | VIM-2 inh | MEKK2wt PB1 HTS
Cc1cc(-c2nnc(SCC(=O)Nc3ccccc3F)n2N)n[nH]1 | 23 | -9 | 1 | -0.1 | 1 | -8 | 3 | -0.1 | 105
CCc1cc2c(=O)oc(-c3ccc(F)cc3)nc2s1 | 2 | -10 | 4 | 0.3 | 1 | 2 | 8 | -0.5 | 109
Cc1ccc(-n2nnnc2SCC(=O)Nc2ccc(N3CCN(C)CC3)cc2)c(C)c1 | -6 | 20 | 6 | -1.1 | -80 | 4 | 5 | -1.6 | 107
CC(=O)c1c(N2CCCCC2)nc(=S)n(Cc2ccccc2)c1C | -4 | 1 | -1 | -2.8 | 3 | -1 | 11 | -2.3 | 99
CN(C)CCNC(=O)Nc1ccc([N+](=O)[O-])cc1 | 15 | 2 | 1 | -2.0 | -3 | 1 | 18 | -1.1 | 103
CCc1nnc(NS(=O)(=O)c2ccc(N/C=C\C(=O)c3ccc(C)cc3)cc2)s1 | 18 | -6 | 7 | -2.0 | 18 | -4 | 10 | -0.9 | 105
COc1ccc(S(=O)(=O)N(CC(N)=O)C2CCCCC2)cc1Cl | x | -8 | 2 | -1.8 | -4 | 1 | 11 | -0.9 | 103
Clc1ccc(-c2nc3n(n2)Cc2ccccc2-3)cc1 | -45 | -1 | -5 | -8.4 | 3 | -1 | 7 | -3.0 | 89
O=C(CCc1nnc(Cc2ccc3c(c2)OCO3)o1)N(CC1CCC1)CC1CCCO1 (stereo not drawn) | x | -29 | -22 | -0.7 | -5 | -11 | 20 | -1.1 | 87
O=C(CCCN1C(=O)/C(=C/c2ccco2)SC1=S)Nc1cccc(C(=O)O)c1 | 7 | 6 | 3 | 3.7 | 56* | -8 | 64* | -0.1 | 107
Cc1ccc2c(c1)N(CC(=O)NCCCN1CCCCC1C)C(=O)c1cccnc1O2 (stereo not drawn) | 16 | 2 | 11 | -2.8 | 0 | 3 | 25 | -3.8 | 112
Cc1ccc(-c2nnc(N(C)C(=O)c3ccncc3)s2)cn1 | -30 | 0 | 2 | -1.7 | -1 | 12 | -6 | 0.1 | 105
O=C(CN1C(=O)S/C(=C/c2cccs2)C1=O)N1CCOCC1 | -2 | 0 | 5 | -0.6 | 0 | 3 | 5 | -1.2 | 101
COc1ccc(S(=O)(=O)N2CCCC2)cc1C(=O)N1CCOCC1 | 6 | -4 | 8 | -2.2 | 19 | -12 | 7 | -0.2 | 98
CN(C(=O)COc1cc(=O)n(C)c2ccccc12)c1ccc(Cl)cc1 | -35 | -10 | 1 | -0.5 | 10 | 3 | 21 | 0.1 | 97
CCOc1cc(C(c2c(C)[nH][nH]c2=O)c2c(C)[nH][nH]c2=O)ccc1OC(=O)c1cccc([N+](=O)[O-])c1 | -18 | -38 | -6 | -2.8 | 5 | 24 | -38 | 0.3 | 70
Cc1ccnc(N2CCCC(C(=O)Nc3nnc(C)s3)C2)n1 (stereo not drawn) | -9 | -15 | 5 | -0.9 | 4 | -5 | 16 | -2.2 | 105
COc1ccc(N=Nc2n(C)c3ccccc3[n+]2C)cc1 | 0 | 0 | -15 | -4.1 | 8 | 9 | 9 | -2.6 | 90
Cc1cc(C(=O)CSc2nc3ccccc3n2CCC#N)c(C)n1Cc1cccs1 | 21 | -22 | -3 | -1.7 | 22 | -2 | 41 | -3.0 | 102
O=C(N/N=C/c1ccc2nccnc2c1)c1ccccc1O | 46 | -5 | 5 | -2.9 | 10 | -10 | 11 | -1.9 | 100
FC(F)(F)c1cccc(/C=N/NC(=S)NC2CCCCC2)c1 | -6 | 10 | -2 | -1.6 | 11 | -8 | 0 | 2.4 | 81
COc1cc(Cl)c(C)cc1NC(=S)NN | -6 | -6 | -10 | -4.3 | 13 | 32* | -12 | 0.9 | 93
CC1=CC2=NC(=O)CC(C)(C(=O)N(CC(=O)NC(C)(C)C)Cc3cccs3)N2C=C1 (stereo not drawn) | 14 | -16 | 0 | -2.5 | 14 | 11 | -3 | -2.8 | 93
Cc1ccc(NC(=O)CSc2nc3ccccc3nc2N2CCOCC2)c(C)c1 | 6 | -41 | 1 | -4.8 | 4 | -1 | -84 | -1.5 | 97
CCOC(=O)COc1cccc2c(=O)n(CC(N)=O)ccc12 | x | -1 | -2 | -2.2 | 5 | 1 | 7 | -1.0 | 101
Continued.
SMILES | NALP1 inh | FID counter | MEKK2mut PB1 HTS | IMP-1 inhibitor | NS3 helicase inh | M18AAP inhibitor | UBC9 SUMO inh | VIM-2 inh | MEKK2wt PB1 HTS
Cc1ccc(C(=O)NCc2ccco2)cc1Br | -7 | -5 | -5 | -3.0 | -4 | -12 | 4 | -0.1 | 96
CCC(=O)N1CCc2cc(S(=O)(=O)NC(CC(C)C)C(=O)N3CCc4ccccc43)ccc21 (stereo not drawn) | 27 | -6 | -5 | -0.4 | 8 | 0 | -7 | -0.4 | 96
O=C(COc1ccccc1)Nc1ccc(-c2nnc(-c3ccco3)o2)cc1 | 12 | 4 | -1 | -2.4 | -1 | -1 | -4 | -2.0 | 98
CN1C(C(=O)Nc2cccc(O)c2)=CC(c2cccs2)=NS1(=O)=O | 10 | 4 | -4 | -1.6 | 11 | -5 | 8 | 0.7 | 95
CCOC(=O)c1c(C)n(C)c2ccc(O)c(S(=O)(=O)c3ccccc3)c12 | -3 | -3 | 7 | -2.9 | -14 | 2 | -10 | -3.6 | 108
NNC(=O)c1ccc(Cn2cccn2)o1 | -7 | -10 | 1 | -2.0 | -1 | -6 | 7 | -2.5 | 95
CCCN1C2CCCC1CC(NC(=O)NC1CCCCC1)C2 (stereo not drawn) | -8 | -1 | -14 | -5.4 | 0 | -2 | 9 | -1.5 | 2.0*[inhibitor]
COc1cccc(Oc2cn[nH]c2-c2ccc(OCC(=O)NN)cc2O)c1 | 11 | -22 | 3 | -2.9 | 7 | 7 | -30 | -4.0 | 102
O=C(CNc1cccc2ccccc12)N/N=C/c1ccc([N+](=O)[O-])o1 | 26 | 2 | -4 | 1.4 | 14 | 10 | 65 | -1.6 | 92
